# Shiga inhibitor = blocks Shiga toxin action in Vero cells; Vero cells, Shiga toxin protein synthesis inhibition reporter; inhibition, % at 38.7 µM; 290,000 compounds, 9.2% hits; in the data active = inhibition mostly above about 28%, no sharp cut-off; inactive = mostly below about 43%; also: 0% is about no effect
# LmPK inhibitor = LmPK (Leishmania mexicana) enzyme inhibition; Q27686; purified LmPK, Kinase-Glo ATP luminescence, 1 h; Potency, µM (series often up to 57.5 µM), without a hit: at the highest dose activity change, negative = inhibition, actives largely listed as inhibitors; 290,000 compounds, 0.37% hits; AID 1721; also: potency is read from the fitted curve at half-maximal effect; % is scaled to controls: 0 for no effect and ±100 for the full control effect
# Target sequence (Q27686 whole entry, looked up): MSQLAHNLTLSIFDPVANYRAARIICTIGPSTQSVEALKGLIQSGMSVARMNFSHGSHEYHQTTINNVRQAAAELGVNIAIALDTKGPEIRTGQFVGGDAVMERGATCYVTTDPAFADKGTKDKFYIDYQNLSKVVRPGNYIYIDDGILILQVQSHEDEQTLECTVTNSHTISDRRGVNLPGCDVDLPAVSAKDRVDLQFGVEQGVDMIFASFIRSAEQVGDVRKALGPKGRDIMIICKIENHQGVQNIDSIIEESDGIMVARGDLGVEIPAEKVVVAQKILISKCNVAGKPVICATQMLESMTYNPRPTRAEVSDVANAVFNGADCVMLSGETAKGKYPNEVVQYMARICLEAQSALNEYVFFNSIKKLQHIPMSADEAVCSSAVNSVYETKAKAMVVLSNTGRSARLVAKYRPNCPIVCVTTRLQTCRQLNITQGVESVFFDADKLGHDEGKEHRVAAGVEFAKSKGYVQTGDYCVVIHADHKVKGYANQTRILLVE
#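 qHTS format; LmPK 0.1 nM; substrates PEP 0.5 mM and ADP 0.1 mM. One-hour room-temperature incubation, then coupled luciferase luminescence; 0.5 nM enzyme wells mark activation.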
# Tb PYK inh = inhibitors of Trypanosoma brucei pyruvate kinase | Q57TT1 | TbPYK enzyme, Kinase-Glo Plus ATP luminescence, 45 min | Potency, µM (doses to about 76.8 µM), for the others: at the highest dose activity, negative = inhibition, actives largely listed as inhibitors | 410,000 compounds, 0.12% hits | AID 624173; also: potency is read from the fitted curve at half-maximal effect; % is scaled to controls: 0 for no effect and ±100 for the full control effect; nearly all actives have a fitted effect of over 50% in size
#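 Glycolytic pyruvate kinase of T. brucei was incubated with substrate, test compound and 130 uM ADP for 45 minutes at room temperature. Luminescent Kinase-Glo Plus signal was measured after 10 minutes.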
# AMA1-RON2 inh = disrupts binding of P. falciparum AMA1 to RON2; AlphaScreen AMA1-biotinylated RON2 peptide binding; Potency, µM (highest dose often 58.2 µM), without a hit: at the top dose activity change, negative = inhibition, hits mostly inhibitors; 360,000 compounds, 0.2% hits; AID 720542;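 also: potency is read from the fitted curve at half-maximal effect; 0% = vehicle wells and -100% = peptide control; nearly all actives have a fitted effect of over 45% in size; some results filed as inactive show a strong effect at the top dose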
#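 AMA1 (3D7) with his tag at 25 nM final met compounds first, then biotinylated RON2 peptide at 25 nM; detection used donor plus acceptor beads, 10 µg/mL apiece, read by AlphaScreen after 30 min at room temperature.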
# Pf growth 48h = P. falciparum growth inhibition at 48 hours (one generation); P. falciparum luciferase growth in erythrocytes, 48 h; 310,000 compounds, 5.9% hits; Potency, µM (doses to about 28.7 µM), for inactives: at the top dose activity change, negative = inhibition, most hits filed as inhibitors; also: potency is read from the fitted curve at half-maximal effect; % is scaled to controls: 0 for no effect and ±100 for the full control effect
#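 In quantitative HTS format, infected erythrocytes bearing luciferase-reporter parasites were treated for a single generation at 37 C. Luminescence after adding detection reagent served as the growth measure.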
# CHX counter = affects cycloheximide protein synthesis inhibition readout, counter-screen; 300,000 compounds, 12% hits; cell reporter, cycloheximide protein synthesis inhibition counterscreen; max response, %; in the data active = max response mostly above about 13%, no sharp cut-off; inactive = mostly below about 14%; also: read at 38.3 µM for the half of the compounds with a filed dose; 0% is about no effect
# Pf growth 96h = inhibits malaria parasite growth, 96 h; Potency, µM (titrated, usually from 28.7 µM), without a hit: at the top dose activity change, negative = inhibition, usual class: inhibitors; P. falciparum luciferase reporter growth, 96 h; 320,000 compounds, 6.9% hits; AID 504834; also: potency is read from the fitted curve at half-maximal effect; % is scaled to controls: 0 for no effect and ±100 for the full control effect
#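 Cell-based qHTS: luciferase-tagged P. falciparum in erythrocytes (2% hematocrit, 0.05% parasitemia final) incubated with compounds for 96 hours, 37 C, 5% CO2; luciferase detection reagent then added and luminescence measured.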
# Numbers without * were called inactive; ? = inconclusive; / = not tested or not shown; & = joins results of further samples; [ ] = another dose, or the depositor's remark. Unless noted, calls follow the shape of the dose curve; as a rule, active = well fitted curve in the direction sought with a large enough effect; inconclusive = small, poorly fitted or top-dose-only effect, or another doubt; inactive = no such curve, though single readings can be large; an effect the other way counts as inactive or inconclusive. Rows were taken by chance; about 21% have a hit in one of these screens.
SMILES,Shiga inhibitor,LmPK inhibitor,Tb PYK inh,AMA1-RON2 inh,Pf growth 48h,CHX counter,Pf growth 96h
COc1ccc(OCC(=O)Nc2ccc3nc(C)sc3c2)cc1,-11,2%,-13%,3%,-10%,-3,0%
Cc1ccc(S(=O)(=O)NCc2ccccc2)cc1C(=O)N1CCCC(C(F)(F)F)C1 (configuration not stated),/,/,2%,26%,?,/,-3%
CC(C)(C)NC(=O)COC(=O)c1cncc(Br)c1,-33,3%,-15%,4%,2%,-4,0%
CCCSCCCNC(=O)CN1C(=O)COc2ccc(S(=O)(=O)N3CCCC3)cc21,7,0%,0%&-22%,-3%,-1%,8,?
O=C(c1ccc2c(c1)OCCO2)N1CCN(Cc2c(F)cccc2Cl)CC1,/,/,7%,-7%,?,/,-17%
COc1ccc(N(CC(=O)Nc2ccc(Cc3ccncc3)cc2)S(=O)(=O)c2ccccc2)cc1,-9,9%,5%,-2%,13µM*,-2,3%
O=C(O)CC(C(=O)Nc1ccc(F)cc1)C1CCCO1 (configuration not stated),-2,-7%,2%,-6%,4%,-2,27%
S=C(NCc1ccncc1)Nc1ccc(Cl)c(Cl)c1,-10,3%,46%[activator],-10%,?,-4,?
CC(C(=O)Nc1ccc(N2CCOCC2)cc1)N1C(=O)NC(C)(C)C1=O (configuration not stated),/,/,0%,2%,-2%,/,-8%
Cc1cc(Cl)nc(Cl)c1C(=O)NC(=O)NCCC(C)C,35,-7%,-2%,13%,25%,-5,?

# 5 entries picked at random from the list so far, as already listed:
SMILES,Shiga inhibitor,LmPK inhibitor,Tb PYK inh,AMA1-RON2 inh,Pf growth 48h,CHX counter,Pf growth 96h
CC(C(=O)Nc1ccc(N2CCOCC2)cc1)N1C(=O)NC(C)(C)C1=O (configuration not stated),/,/,0%,2%,-2%,/,-8%
CC(C)(C)NC(=O)COC(=O)c1cncc(Br)c1,-33,3%,-15%,4%,2%,-4,0%
COc1ccc(OCC(=O)Nc2ccc3nc(C)sc3c2)cc1,-11,2%,-13%,3%,-10%,-3,0%
COc1ccc(N(CC(=O)Nc2ccc(Cc3ccncc3)cc2)S(=O)(=O)c2ccccc2)cc1,-9,9%,5%,-2%,13µM*,-2,3%
CCCSCCCNC(=O)CN1C(=O)COc2ccc(S(=O)(=O)N3CCCC3)cc21,7,0%,0%&-22%,-3%,-1%,8,?

# Next part.
SMILES,Shiga inhibitor,LmPK inhibitor,Tb PYK inh,AMA1-RON2 inh,Pf growth 48h,CHX counter,Pf growth 96h
Cc1ccccc1N(CC(=O)NC1CCCC1)C(=O)C1(C)CC(=O)N=C2C=CC=CN21 (configuration not stated),8,-2%,-5%,49%[activator],-12%,-3,?
Cc1cc(C(=O)Nc2ccc(S(=O)(=O)N3CCCC3)cc2)cs1,22,-3%,-5%,-3%,?,7,/
CCCNC(=O)N[C@@H](CCSC)C(=O)OC,-6,1%,1%,-15%,11%,-3,/
COCCCNC(=O)c1c(N)n(/N=C/c2ccccn2)c2nc3ccccc3nc12,-6,2%,-5%,45%[activator],?,-4,/
CCC(C)NC(=O)c1cnc2n(c1=O)CCS2 (configuration not stated),-2,2%,-1%,-1%,5%,-3,-2%
O=C(NNS(=O)(=O)c1ccccc1)C(O)(c1ccccc1)c1ccccc1,-3,2%,3%,-11%,9%,6,-2%
O=C(O)CSc1ncccc1C(=O)O,-5,4%,6%,1%,43%[activator],3,1%
NC(=O)c1nn(-c2ccccc2)nc1NC(=O)Cn1nnc(-c2ccccc2)n1,-22,-3%,-4%,-4%,24%,-1,36%[activator]
CCCCNC(=O)c1cc(-c2ccc(F)cc2)on1,52*,-1%,2%,2%,112%[activator],35*,-34%
Cc1nc2ccc(S(=O)(=O)NCC(=O)N3CCc4ccccc4C3)cc2s1,1,5%,7%,-5%,0%,-4,36%[activator]
Cc1cc(C)cc(C(=O)Nc2cccnc2)c1,/,-2%,4%,10%,27%,2,?
CCOc1ccc(-n2c(SCC(=O)Nc3ccc(CC)cc3)nc3n[nH]c(C)c3c2=N)cc1,-8,-2%,3%,2%,11%,-8,?
S=C(NCc1ccc2c(c1)OCO2)Nc1ccc2nsnc2c1,37,3%,5%,-7%,14%,15*,11%
Cc1cc(/C=C2\SC(=O)N(C)C2=O)c(C)n1-c1ccc(O)cc1,51*,-1%,-8%,-5%,280%[activator],34*,275%[activator]
CNC(=O)c1nn(-c2ccc(C)cc2)ccc1=O,-6,5%,-1%,3%,8%,-2,0%
CCOC(=O)C1=C(C)NC(=O)NC1c1ccc(OCC(=O)OC)c(OC)c1 (configuration not stated),13,-4%,-6%,6%,?,-2,68%[activator]
Cc1ccc(-c2cc3nc(C)cc(C)n3n2)cc1,78*,-8%,0%,3%,145%[activator],38*,57%[activator]
CCCCCCC/C(C)=N/NC(=O)CC(=O)NCCc1ccccc1,-10,5%,-1%,42%[activator],40%[activator],-2,131%[activator]
Cc1cc(C(=O)CNCc2ccco2)c(C)n1-c1ccc(F)cc1,74*,0%,9%,0%,81%[activator],38*,19%
COCc1nc2ccccc2n1Cc1ccc(Br)cc1,43,1%,-3%,0%,?,26,-1%[5.75 µM]
COc1ccc(S(=O)(=O)N(C)CC(=O)N2CCN(Cc3ccccc3)CC2)cc1C,-18,1%,2%,-14%,1%,2,/
NC(=O)c1ccc(NC(=O)CS(=O)(=O)c2cn(CC(=O)N3CCCCC3)c3ccccc23)cc1,3,3%,-12%,-6%,-15%,2,?
Cc1ccc(/C=N/Nc2nncc(-c3ccccc3)n2)o1,25,1%,2%,18%,4%,12,?
CC(C)NC(=O)c1ccc(-c2ccccc2C(F)(F)F)o1,93*,5%,-3%,-1%,22%,44*,10%
C/C(=N\NC(=O)NC1CCCCC1)C1CCCCC1,-2,0%,-5%,-6%,4%,-4,-1%
OCCC1CN(Cc2cccc3c2OCO3)CCN1C1CCCCC1 (configuration not stated),9,18%,-6%,32%[activator],-6%,1,10%
COc1ccccc1OCCNC(=O)C(CCSC)NC(=O)COc1ccccc1 (configuration not stated),/,/,3%,-2%,?,/,0%
COc1ccc(CC(=O)Nc2sc3c(c2C(N)=O)CCCC3)cc1,-4,2%,3%,2%,/,11,-6%
COCCCNc1nnc(Cc2ccc(Cl)cc2)c(=O)[nH]1,1,-2%,-2%,2%,/,-3,?
COc1ccc(-c2noc(CN(C(=O)c3ccc4c(c3)OCO4)C(C)C)n2)cc1OC,/,/,2%,-13%,?,/,-7%
COc1ccc(-c2c3c(cc4ncn(Cc5ccccc5)c24)COC3=O)cc1,/,/,-4%,-2%,?,/,1%
CCS(=O)(=O)c1ccc(C(=O)Nc2ccccc2OC)c(Cl)c1Cl,3,3%,0%,-1%,1%,-7,-14%
O=C(CCS(=O)(=O)c1ccccc1)Nc1ccccn1,9,-2%,-9%,7%,30%,8,26%
COc1ccc(C(=O)CCS(=O)(=O)c2ccc(F)cc2)cc1OC,-20,-19%,/,/,7%,-2,?
c1cnc2ccc(-c3ccc4ncccc4c3)cc2c1,/,1%,-4%,4%,180%[activator],27*,?
Cc1cccc(OCCOC(=O)c2ccc(F)c(S(=O)(=O)N3CCOCC3)c2)c1,/,/,2%,14%,?,/,-30%
COc1cc(/C=N/O)ccc1OCc1ccc(C(=O)O)cc1,21,?,4%,-11%,256%[activator],54*,383%[activator]
CCN=C1S/C(=C\c2cn(C(C)=O)nc2-c2ccccc2)C(=O)N1CC,2,2%,5%,-1%,-5%,-2,-24%
COCCN1Cc2cccc(C(=O)Nc3cccc(OC)c3)c2C1=O,-12,0%,1%,-11%,?,-3,12%
CCOC(=O)c1nn(-c2ccccc2)c2nnc(Cc3ccc(Cl)cc3)c(=O)n12,19,5%,-3%,-13%,9%,-1,-20%
CC(C)c1ccc(CN(C(=O)c2cccs2)C2CCS(=O)(=O)C2)cc1 (configuration not stated),-8,0%,0%,-1%,?,-3,?
CCN(CCCNC(=O)CCc1nc(-c2ccc(OC)cc2)no1)c1cccc(C)c1,28,5%,-20%,?,/,-2,13µM*
Cc1ccc(CCNC(=O)C2CCC(=O)N(Cc3cccc(F)c3)C2)cc1 (configuration not stated),26,0%,-3%,6%,-1%,17,?
O=C(CSc1ccc(Cl)cc1)Nc1cc(-c2nc3ncccc3o2)ccc1Cl,13,-2%,/,/,?,3,4.7µM*
CC1CC(C)CN(S(=O)(=O)c2ccc3c(c2)CC(=O)N3)C1 (configuration not stated),/,/,3%,9%,?,/,?
COc1ccc(-c2cn3cccnc3n2)cc1NC(=O)C(C)C,12,-14%,/,/,2%,7,-5%
O=C(c1ccc2c3c(cccc13)CC2)C1CCCN(C(=O)c2cccnc2)C1 (configuration not stated),-1,4%,-5%,-3%,?,-2,?
CCOP(=O)(OCC)c1nc(/C=C/c2ccccc2)oc1NCc1ccccc1,11,0%,-1%,56%[activator],12µM*,12,44%[activator]
COc1ccccc1C(=O)Nc1sc2c(c1C#N)CCC2,/,-1%,-7%,3%,137%[activator],12*,331%[activator]
Cc1nnc(Nc2ccc(Cl)c(C(F)(F)F)c2)[nH]c1=O,21,5%,1%,-7%,?,-1,?
# The results go on.
SMILES,Shiga inhibitor,LmPK inhibitor,Tb PYK inh,AMA1-RON2 inh,Pf growth 48h,CHX counter,Pf growth 96h
Cc1cc(/C=N/Nc2nc(N)ncc2[N+](=O)[O-])c(C)n1-c1ccccc1F,19,?,/,/,57%[activator],4,247%[activator]
COC(=O)CCC(NC(=O)OCc1ccccc1)C(=O)NC(CC(C)C)C(=O)OC (configuration not stated),-5,0%,0%,-4%,0%,8,/
COc1ccc(N(CC(=O)Nc2cccc(OC)c2)S(=O)(=O)c2c(C)nn(C)c2C)cc1,-4,-2%,-5%,0%,?,1,102%[activator]
O=C1CCCN1c1ccc(S(=O)(=O)N2CCN(c3ccccn3)CC2)cc1,4,5%,0%,-2%,?,1,-18%
CCOC(=O)C(=O)Nc1sc(C(=O)N2CCOCC2)c(C)c1C#N,-5,-5%,3%,14%,1%,-4,25%
O=C(OCC(=O)C12CC3CC(CC(C3)C1)C2)c1cnccn1,-31,-11%,-2%,-9%,13%,7,26%
O=C(O)C1Sc2[nH]c(=O)sc2C2c3cc(Cl)ccc3OC(=O)C12 (configuration not stated),-4,-5%,0%,1%,2%,-5,40%[activator]
CCOc1ccc2oc(C(=O)OCC(=O)NCC3CCCO3)c(C)c2c1 (configuration not stated),/,/,2%,5%,8%,/,9%
CN(C)CCCNC(=O)COc1ccc(Br)cc1Cl,-23,-1%,6%,3%,-5%,1,366%[activator]
Cc1cccc(NC(=O)c2cc(-c3ccco3)nc3ccccc23)n1,95*,1%,-11%,?,-16%,16*,20%
O=C(O)C1CCCCC1C(=O)Nc1ccccc1Nc1ccccc1 (configuration not stated),5,2%,0%,-3%,-12%,2,-4%
CC[N+](CC)(CCO)CCCN1C(=O)C2CC=C(Cl)CC2C1=O (configuration not stated),143*,-1%,-9%,-1%,-12%,3,47%[activator]
COc1ccc(/C=C(/C(=O)NCc2ccccc2)c2ccccc2)cc1,5,2%,2%,6%,?,4,-16%
CC(=O)c1c(C)[nH]c(C(=O)CSc2nc3ccc(C)cc3[nH]2)c1C,16,2%,-11%,-6%,?,8,?
COc1ccc2cc(-c3ccccc3F)ncc2c1,/,/,-13%,14%,185%[activator],/,294%[activator]
